PG9 Ab binder = binds the HIV-1 gp120 antibody PG9; inhibition, % at 6.7 µM; 360,000 tested, 0.43% active; AID 624416; TR-FRET gp120-PG9 antibody binding; in the data active = inhibition above about 8.5%
SIAE primary = inhibitors of human sialic acid acetylesterase SIAE; inhibition, % at 9.66 µM; SIAE FP-Rh probe binding, fluorescence polarization; 370,000 tested, 0.69% active; AID 1053197;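 active = inhibition above a cutoff: mean of compounds within the control limits plus 3 SD of those, cut at about 17% in these data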;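 also: 0% = plate median of compound wells and 100% = probe without SIAE protein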
Target sequence (Q9HAT2 whole entry, looked up): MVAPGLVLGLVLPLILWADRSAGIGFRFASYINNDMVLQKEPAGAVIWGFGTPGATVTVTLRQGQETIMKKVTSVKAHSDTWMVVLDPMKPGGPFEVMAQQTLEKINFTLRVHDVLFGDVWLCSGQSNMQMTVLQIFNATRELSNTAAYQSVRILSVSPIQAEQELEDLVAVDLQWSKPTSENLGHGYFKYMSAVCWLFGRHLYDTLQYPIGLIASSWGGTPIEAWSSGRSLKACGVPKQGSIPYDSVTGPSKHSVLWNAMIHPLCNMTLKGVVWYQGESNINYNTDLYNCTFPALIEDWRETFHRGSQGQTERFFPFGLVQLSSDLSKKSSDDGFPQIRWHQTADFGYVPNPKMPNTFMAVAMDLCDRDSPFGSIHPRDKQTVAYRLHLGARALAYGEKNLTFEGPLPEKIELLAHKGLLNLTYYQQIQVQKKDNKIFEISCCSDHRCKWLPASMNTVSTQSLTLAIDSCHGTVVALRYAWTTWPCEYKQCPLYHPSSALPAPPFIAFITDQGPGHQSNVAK
PRMT1 FP inh = PRMT1 (human) inhibition, primary screen. Q99873. recombinant PRMT1, activity-based probe fluorescence polarization. inhibition, % at 2.79 µM. 370,000 tested, 1.3% active. AID 652257;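 active = inhibition above about 21% made by adding two undisclosed values, limit read from the data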
HTRA1 inh = blocks human HTRA1 serine peptidase; Q92743; recombinant HTRA1, FP-rhodamine activity-based probe, fluorescence polarization; inhibition, % at 5.96 µM; 340,000 tested, 0.5% active; AID 504803; in the data active = inhibition above about 36%;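 also: 0% = enzyme with DMSO and 100% = wells lacking enzyme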
UHRF1 binding = blocks human UHRF1 binding to methylated DNA | Q96T88 | UHRF1 binding to methylated oligo, TR-FRET | inhibition, % at 4.4 µM | 370,000 tested, 0.75% active | AID 687016; in the data active = inhibition above about 21%;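 also: UHRF1 SRA domain binding a hemimethylated CpG hairpin DNA probe; 0% = median of test compound wells and 100% = reference inhibitor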
TCR CD3 inh = human TCR-CD3 binding inhibition; TAMRA-labeled TCR probe fluorescence, biochemical; inhibition, % at 9.4 µM; 360,000 tested, 0.37% active; AID 651800; in the data active = inhibition above about 19%;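 also: recombinant mutant TCR 2C K166C tagged with TAMRA read by polarization; 0% = receptor in buffer alone and 100% = receptor with positive control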
DDE Tn7 FP inh = DD(E)-Tn7 binding inhibition, primary FP screen; P02675; FP displacement of FITC-Tn7 peptide from fibrin DD(E); 0% = median of compound wells per plate; inhibition, % at 8.3 µM; 370,000 tested, 0.13% active; AID 720508;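 active = inhibition above the mean of compounds falling within the control limits plus 3 SD of them, cut at about 14% in these data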;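 also: 0% = plate median of compound wells and 100% = 10 µM Aha-Tn7 peptide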
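Assay system: human fibrin DD(E). Input: DD(E) 2 µM final. Medium: Tris buffer with calcium and detergent, pH 7.8. Compound dosing: single point at 8.3 µM. Timing: 10 min plus 3 h, room temperature. Technique: fluorescence polarization of the labelled Tn7 tracer. Read-out: percent inhibition. Replicates: singlicate testing.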
LEDGF integ inh = blocks HIV-1 LEDGF/p75-dependent DNA integration; TR-FRET IN-LEDGF/p75 DNA integration, Eu/Cy5; inhibition, % at 3.7 µM; 370,000 tested, 0.64% active; AID 743269;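 active = inhibition above the screen-wide mean plus 3 SD, cut at about 13% in these data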;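 also: signal is the Cy5 over europium emission ratio at 671 and 618 nm; 0% = plate median of compound wells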
TDP2 absorb = blocks human TDP2 phosphodiesterase activity. O95551. recombinant TDP2, T5PNP hydrolysis, p-nitrophenol absorbance 415 nm. inhibition, % at 12.8 µM. 370,000 tested, 0.34% active;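 active = inhibition above the mean of all tested compounds plus 3 SD, set per campaign, cut at about 25% in these data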;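 also: 0% = DMSO with enzyme and 100% = buffer with substrate but no TDP2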
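Assay system: recombinant human TDP2 / Reagent: T5PNP substrate at 5 mM, a TopII-DNA adduct mimic / Measured by: epi absorbance from released p-nitrophenol / Evaluation: % inhibition relative to enzyme-containing and enzyme-free wells / Control set: enzyme-free and DMSO wells / Replicates: each compound tested once, singlicate / Schedule: enzyme reaction with compound for 2 h at 37 °C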
ABHD4 inh = inhibitors of mouse ABHD4 | Q8VD66 | purified mABHD4, FP-Rh probe fluorescence polarization | inhibition, % at 8.92 µM | 370,000 tested, 0.54% active;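 active = inhibition exceeding the mean over every tested compound plus 3 SD, cut at about 30% in these data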;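 also: 0% = plate median of compound wells and 100% = S159A mutant with DMSO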
Target sequence (Q8VD66 whole entry, looked up): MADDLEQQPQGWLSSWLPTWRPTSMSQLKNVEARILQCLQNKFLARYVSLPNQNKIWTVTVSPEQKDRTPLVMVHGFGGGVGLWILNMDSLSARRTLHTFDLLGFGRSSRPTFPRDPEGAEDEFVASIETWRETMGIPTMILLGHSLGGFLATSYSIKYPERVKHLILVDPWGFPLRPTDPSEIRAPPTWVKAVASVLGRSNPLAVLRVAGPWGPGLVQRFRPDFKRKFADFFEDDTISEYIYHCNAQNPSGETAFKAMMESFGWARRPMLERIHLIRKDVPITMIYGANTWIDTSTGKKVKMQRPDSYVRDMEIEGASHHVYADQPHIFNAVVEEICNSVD
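assay system = mABHD4 protein | compound dosing = single nominal dose of 8.92 µM, 0.89% DMSO final | read-out basis = percent inhibition of probe binding, normalized to plate controls | schedule = Enzyme–compound pre-incubation 45 min, then probe 60 min, both 25 °C | detection = fluorescence polarization, excitation 525 nm, emission 598 nm, BODIPY TMR filters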
An asterisk follows results filed as active; . = not tested or not shown.

SMILES	PG9 Ab binder	SIAE primary	PRMT1 FP inh	HTRA1 inh	UHRF1 binding	TCR CD3 inh	DDE Tn7 FP inh	LEDGF integ inh	TDP2 absorb	ABHD4 inh
Cc1ccc(-c2nn(-c3ccccc3)cc2CN(C)C(=O)CCC(=O)O)cc1C	-1.3	-3	-1	-3	-2	-3	5	2	2	0
CCOC(=O)C(C)Oc1ccccc1C1NC(=O)NC(C)=C1C(=O)Nc1ccc(C)c(C)c1 (stereo not given)	0.2	-4	0	-8	6	-4	-3	-4	7	0
COCCNC(=S)N/N=C(\C)c1ccc(C)c([N+](=O)[O-])c1	-0.6	12	3	6	-1	4	4	-1	10	-2
Cc1cccc(S(=O)(=O)NCCc2ccccc2)c1	-1.6	2	8	-1	2	-2	-4	1	1	-2
O=C(Cn1ccc(C(F)(F)F)n1)NNC(=O)c1cccnc1	-1.8	-8	-3	-1	-1	-5	-1	-3	-18	1
CCOC(=O)[C@]12CCCC3=C1N(CCC3)C(=O)[C@@H](CC(=O)N1CCN(C(=O)c3ccco3)CC1)C2	.	0	0	.	-1	.	2	-3	-1	-3
Cc1csc(SCC(=O)c2cc(C)n(Cc3cccs3)c2C)n1	1.7	3	0	-29	0	2	-8	2	4	-4
O=C(Nc1ccccc1F)c1ccc(CSc2ncccn2)cc1	0.9	-1	-3	-2	1	4	-7	0	-2	-2
COc1cccc(C(=O)Nc2nc3ccc(S(C)(=O)=O)cc3s2)c1	-2.2	-8	1	-9	0	1	2	0	-2	-8
Cc1ccccc1CNC(=O)C(=O)NCCC1CCCCN1S(=O)(=O)c1ccccc1 (stereo not given)	-0.2	-3	1	-13	4	0	2	0	8	4
Cc1onc(-c2ccccc2)c1C(=O)Nc1ccc(S(=O)(=O)NC(C)(C)C)cc1	-0.2	-3	-1	-3	0	0	1	1	8	7
CCCCn1c(N)c(N(CCOC)C(=O)c2cccc(S(=O)(=O)N3CCCCCC3)c2)c(=O)[nH]c1=O	2.0	6	5	2	-1	-8	2	-2	11	9
COCCN(C(=O)COC(=O)/C=C/c1ccccc1Cl)c1c(N)n(Cc2ccccc2)c(=O)[nH]c1=O	-0.2	-8	0	-1	2	14	-6	4	14	0
O=C(CCCN1C(=O)/C(=C\c2ccccc2)SC1=S)Nc1ccc(O)cc1C(=O)O	-0.6	7	6	-4	0	5	4	2	-7	5
COc1ccc(S[C@]2(C(=O)N3CCOCC3)CC(=O)N(c3ccsc3)[C@@H]2c2ccc(OC)cc2)cc1	.	-8	0	.	1	.	-1	3	-10	-3
COc1ccc(C(=O)c2c(NC(C)=O)sc3c2CCN(C(=O)OC(C)(C)C)C3)cc1	0.4	0	-3	.	-3	1	-1	1	-17	4
CC(=O)Nc1cccc(C(=O)N2CCC(n3nccc3NC(=O)CC(C)C)CC2)c1	0.4	7	1	2	-2	2	-6	-2	9	4
Cc1c(C2(O)CCCCC2)[nH]c2cc(C(F)(F)F)ccc12	-1.3	0	-1	-5	0	-2	4	-3	-7	-6
O=C(COc1ccc(/C=N/NS(=O)(=O)c2ccccc2)cc1)Nc1ccc(F)cc1	-0.1	4	0	-9	2	3	8	-2	5	-7
COC(=O)[C@]12C[C@H](CC(=O)NCCCCc3ccccc3)C(=O)N(CCC3=CCCCC3)C1=C[C@H](COCc1ccccc1)O[C@@H]2C	-0.6	-2	-2	.	-1	10	3	-2	-3	3
COc1ccc(NC(=O)CN2CCN(CC(=O)Nc3ccccc3Cl)CC2)cc1	-1.6	5	1	-7	-3	0	2	-1	1	5
O=c1[nH]c2ccccc2nc1C(Nc1ccccc1)c1ccccc1 (stereo not given)	-0.9	1	2	-1	-1	11	-2	2	6	-6
CN(CCN1CCOCC1)Cc1nc(-c2ccc3c(c2)OCO3)no1	-0.5	0	-1	10	0	0	-4	3	6	-2
CN1CCN(C(=O)/C(=C/c2ccco2)NC(=O)c2ccccc2)CC1	-2.2	-1	7	2	2	-4	3	-4	10	-4
CCC(c1nnnn1-c1ccc2c(c1)OCCO2)N1CCN(c2ccccc2)CC1 (stereo not given)	0.4	3	-4	.	3	-3	-6	0	-7	-6
O=C(O)c1cc2c([nH]c1=O)CCCC2	1.4	3	0	-4	1	0	-3	0	-1	4
CCOC(=O)c1[nH]c(C)c(C(=O)NC2CCCCC2)c1C	0.9	0	-3	-1	-2	-3	-2	6	5	1
CCN1CCN(C(=O)C2COc3ccccc3O2)CC1 (stereo not given)	-2.2	-2	2	-1	1	-3	3	-1	-7	8
O=C(/C=C/c1ccc2c(c1)OCO2)N1CCOCC1	0.4	-3	0	-1	1	6	-6	0	-8	4
CCC(CC)NC(=O)COc1ccc(OC)cc1C=O	-1.7	2	-2	-1	2	4	0	4	6	0
CC(C)(C)NC(=O)CN(C(=O)CS(=O)CC(=O)Nc1ccc(F)cc1)c1ccc(Cl)cc1 (stereo not given)	-0.5	5	3	0	-2	13	1	2	-4	-1
COc1ccc2cc(CN(Cc3cccnc3)Cc3nnnn3Cc3ccccc3)c(=O)[nH]c2c1	-0.4	-3	-2	.	-2	3	0	-1	-2	-15
Clc1ccc(CN2CCN(c3ncccn3)CC2)c(Cl)c1	1.1	-7	3	-3	2	0	6	-6	3	10
N#CC(C(=O)Nc1ccc(Cl)c(Cl)c1)=C1Nc2ccccc2N1	0.0	0	1	-1	-2	-5	5	-4	6	-1
CCOC(=O)c1cnc2ccc(C)cc2c1NCCO	0.7	-6	-1	-1	4	-2	5	2	2	-4
COc1ccc(Br)cc1CNc1ccc2[nH]c(=O)[nH]c2c1	-2.9	13	10	12	-3	-2	7	-2	1	10
O=C(O)CSCC(=O)N1CCCN(c2ccc(C(F)(F)F)cn2)CC1	-1.5	-5	2	4	0	2	3	0	-2	5
CCOC(=O)N1CCC(NC(=O)C2CCCN(S(=O)(=O)c3cccnc3)C2)CC1 (stereo not given)	0.6	-2	-1	4	-2	8	-9	5	-9	-4
CC(=O)c1ccc(N2CCN(S(=O)(=O)c3ccc4c(c3)CCC(=O)N4)CC2)cc1	1.0	-1	-3	.	1	-8	-1	7	-13	-7
CCN(c1ccccc1)S(=O)(=O)c1nnc(NC(=O)c2ccccc2OC)s1	0.8	-11	1	-17	0	-3	3	-2	-4	-4
CCOc1ccc(N2CC(NS(=O)(=O)c3cccnc3)CC2=O)cc1 (stereo not given)	1.7	2	1	-1	3	-8	-8	-2	12	3
O=C(Cn1c(=O)oc2cc(S(=O)(=O)NCc3ccccc3)ccc21)N1CCCC1	-0.2	5	0	-4	-2	-4	-4	1	7	0
OC(c1ccccc1)(c1ccccc1)C1CCN(CCCOc2ccc(-c3ccc(F)cc3F)cc2)CC1	3.5	-1	2	.	2	1	0	-3	-2	26
C/C(=N\NC(=O)CCC(=O)NCc1ccccc1)c1ccc([N+](=O)[O-])cc1	0.1	0	-3	-2	-2	-1	4	-3	1	-3
COc1cc(NCC2COc3c(ccc(OC)c3OC)C2=O)c([N+](=O)[O-])cc1OC (stereo not given)	-3.0	0	20	.	-4	-2	3	-2	5	6
CC(C)NS(=O)(=O)c1ccc2c3c(cccc13)CC2	0.2	-1	-3	-5	4	4	-7	2	-12	-9
COCCN1C(=O)CSCC1(C)C(=O)NC(C)C (stereo not given)	0.0	2	-4	.	-2	1	8	-1	14	-1
COc1cccc(-c2ncc3ccccc3c2COC(=O)c2ccccc2C(=O)O)c1	0.5	3	1	-5	0	0	-16	-1	-14	2
COc1cc(C(=O)NCc2nnc(SCC(=O)Nc3cccc(C(F)(F)F)c3)o2)cc(OC)c1OC	-0.3	-6	-4	-7	0	3	-3	0	17	-2
Nc1nc(C(=O)N2CCOCC2)nn1C(=O)c1ccc(Cl)cc1	-1.8	9	0	1	-2	-1	5	1	2	2
Other structures follow:
SMILES	PG9 Ab binder	SIAE primary	PRMT1 FP inh	HTRA1 inh	UHRF1 binding	TCR CD3 inh	DDE Tn7 FP inh	LEDGF integ inh	TDP2 absorb	ABHD4 inh
O=C(CCc1ccccc1)NC(NC(=S)Nc1ccc(Br)cc1)C(Cl)(Cl)Cl (stereo not given)	1.9	-33	-3	-11	-5	2	3	3	7	-22
CN(CC(=O)Nc1ccc(F)cc1)C(=O)c1cc(-c2cccs2)nn1-c1ccccc1	3.1	-11	2	-18	0	-6	4	-6	-9	4
NCc1ccccc1	-0.2	0	-10	0	-2	3	-8	3	-1	2
CCc1ccc(NC2=NC(C(=O)c3ccccc3)CC(=O)N2)cc1 (stereo not given)	-0.9	-1	1	-9	4	1	5	3	6	-5
N#C/C(=C\c1cn[nH]c1-c1ccccc1)C(=O)NC1CCCCCC1	-2.1	-3	1	-27	3	-5	-3	-2	-13	-14
CC1(CC(=O)N/N=C/c2ccc(-c3ccc(C(=O)O)cc3)o2)OCCO1	-2.8	-2	7	4	19	-2	8	6	-8	-8
CC(/C=N/NC(=O)c1cc(-c2ccc(C)o2)[nH]n1)=C\c1ccccc1	-1.2	-29	1	-6	-3	-2	1	-1	-1	-6
CCOc1cc(C2CC(=O)N3CN(C4CCCCC4)CSC3=C2C#N)ccc1O (stereo not given)	1.1	3	32*	-4	-8	1	4	1	-8	10
CC(C)Cn1c(SCC(=O)N(C)C2CCS(=O)(=O)C2)nc2cc(Cl)ccc2c1=O (stereo not given)	-2.4	-12	0	5	0	5	-1	2	18	7
COc1ccc(CC(NC(C)=O)C(=O)NC2CCN(C(=O)c3cccc(Cl)c3)CC2)cc1OC (stereo not given)	-1.0	-2	-6	3	-1	-2	2	0	-5	-3
O=C(O)C1CCCN1c1ncnc2ccccc12 (stereo not given)	-1.0	0	5	-2	0	0	1	1	-2	4
O=C(CCNC(=O)N1CC(=O)Nc2ccccc21)Nc1ccc(Cl)cc1	-2.0	3	1	-1	2	-6	-3	-2	4	-2
Cc1ccc(-n2c(SCc3ccc(C(=O)O)cc3)nnc2-c2ccncc2)cc1	0.2	-3	-1	9	0	-2	2	-2	1	-2
COc1ccc(C(=O)N/C(=C\c2cn(C)c3ccccc23)C(=O)NCCCN2CCOCC2)cc1OC	-3.5	2	6	2	2	1	11	-1	1	-12
C[C@H](CO)N1C[C@H](C)[C@@H](CN(C)C(=O)NC2CCCCC2)Oc2c(NS(=O)(=O)c3ccccc3)cccc2C1=O	1.1	1	-3	2	2	4	2	-1	6	7
CCCC(=O)Nc1cc(S(=O)(=O)N2CCCCC2)ccc1N1CCOCC1	0.1	-36	0	-7	21*	-12	0	4	-25	-5
O=C1c2cccnc2C(Nc2ccc(Cl)cc2)N1Cc1cccs1 (stereo not given)	-2.8	-3	2	-3	1	-7	10	-4	9	2

Screens as filed in PubChem.
